# Compound activity deposited in PubChem BioAssay by National Center for Advancing Translational Sciences (NCATS).
# PTHR1 agonist: PTHR1 (human) receptor agonism | Q03431 | HEK293 GP2 PTHR1 cells, GloSensor cAMP luminescence, 1 h | Potency, µM (series often up to 115 µM), for the others: at the top dose activation, most hits filed as activators | 410,000 tested, 0.075% active; further: potency means the concentration at half of the fitted maximal effect; nearly all actives have a fitted effect of over 55% in size; some results filed as inactive show a strong effect at the top dose; inactives centre near -15; many of its hits are not listed in these tables
# Target sequence (Q03431 whole entry, looked up): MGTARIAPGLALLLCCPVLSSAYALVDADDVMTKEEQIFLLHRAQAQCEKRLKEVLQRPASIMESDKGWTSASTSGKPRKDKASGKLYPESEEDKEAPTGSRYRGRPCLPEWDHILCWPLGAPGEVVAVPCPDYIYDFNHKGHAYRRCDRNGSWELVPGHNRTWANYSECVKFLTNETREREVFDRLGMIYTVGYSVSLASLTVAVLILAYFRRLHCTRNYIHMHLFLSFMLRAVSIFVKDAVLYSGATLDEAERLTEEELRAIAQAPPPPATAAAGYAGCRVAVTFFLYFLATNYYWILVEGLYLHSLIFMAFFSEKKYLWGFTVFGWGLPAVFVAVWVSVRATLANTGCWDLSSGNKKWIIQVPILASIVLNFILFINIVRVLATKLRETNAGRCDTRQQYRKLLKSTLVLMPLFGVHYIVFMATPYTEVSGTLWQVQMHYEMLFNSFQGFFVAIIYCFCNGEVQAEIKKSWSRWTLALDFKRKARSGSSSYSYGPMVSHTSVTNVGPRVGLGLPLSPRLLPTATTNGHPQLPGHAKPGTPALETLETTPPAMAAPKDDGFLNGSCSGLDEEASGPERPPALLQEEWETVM
#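 HEK-293-derived GP2 cells expressing PTHR1 and a GloSensor cAMP reporter, 3,000/well, plated overnight, given luciferin plus IBMX (each 0.5 mM as added) for 1 h at 37 °C, then compound for 1 h at 37 °C. Luminescence was read after 15 min at room temperature.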
# D3 ag: activates the human D3 dopamine receptor. P35462. D3R DiscoveRx beta-arrestin cells, luminescence, 90 min. max activation, %. 410,000 tested, 0.58% active; in the data active means max activation above about 30%; further: 0% is about no effect; mostly tested at two doses, the higher about 12 µM
# Target sequence (P35462 whole entry, looked up): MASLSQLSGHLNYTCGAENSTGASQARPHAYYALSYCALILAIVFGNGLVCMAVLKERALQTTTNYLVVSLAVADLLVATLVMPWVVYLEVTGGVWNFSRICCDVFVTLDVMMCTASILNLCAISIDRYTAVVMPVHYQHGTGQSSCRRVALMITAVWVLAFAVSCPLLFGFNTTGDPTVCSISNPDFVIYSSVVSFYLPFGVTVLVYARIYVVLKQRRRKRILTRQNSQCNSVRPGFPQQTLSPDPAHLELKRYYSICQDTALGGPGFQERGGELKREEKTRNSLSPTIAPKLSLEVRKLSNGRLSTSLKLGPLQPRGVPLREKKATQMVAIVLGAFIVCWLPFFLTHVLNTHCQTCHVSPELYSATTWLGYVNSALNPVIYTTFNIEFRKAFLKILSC
#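 Agonist mode: compounds and dopamine controls were applied to plated cells for 90 min at 37 degrees C after an overnight attachment at 1500 cells/well. Luminescent read-out followed 30 - 60 minutes at room temperature with DiscoveRx detection reagent.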
# MmCpn inh: blocks the Methanococcus maripaludis chaperonin Mm-Cpn; AID 504842; purified Mm-Cpn ATPase, ADP Transcreener TR-FRET; Potency, µM (doses to about 76.9 µM), inactives show at the highest dose activity, negative = inhibition, actives largely listed as inhibitors; 330,000 tested, 0.031% active; further: potency means the concentration at half of the fitted maximal effect; on the % scale 0 is the no-effect control and ±100 the full control effect; nearly all actives have a fitted effect of over 80% in size
#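 ATPase turnover read by TR-FRET ADP competition (Eu cryptate antibody/ADP-d2, 665/590 nm): 10uM ATP final, 25nM Mm-CPN final, 30 min 37degC after 10-min compound preincubation, pH 7.4 Tris/KCl/MgCl2/DTT buffer.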
# pAkt inh: inhibitors of Akt phosphorylation; Neuro2A IGF-stimulated pAkt S473 HTRF, 20 min; stronger effect = lower value; 360,000 tested, 0.32% active; activity change, % for hits at 50 µM; in the data active means activity change below about -80%; inconclusive means mostly about -51% to -80%; further: on the % scale 0 is the no-effect control and ±100 the full control effect
#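 Single-point screen (50 µM final compound) in Neuro2A cells stimulated 20 min with 6 nM IGF at 37 deg C. After lysis, Ser473-phosphorylated Akt read by HTRF (ex 330 nm, em 615/665 nm) as the 665/615 ratio.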
# EPAC2 agonist: agonists of human EPAC2 (RAPGEF4) | 360,000 tested, 0.079% active | AID 720711 | Potency, µM (series often up to 154 µM), for the others: at the top dose activation, usual class: activators | EPAC2 activation, biochemical qHTS; response scale: 100% = 6.5 mM cAMP response; further: potency means the concentration at half of the fitted maximal effect; nearly all actives have a fitted effect of over 50% in size
#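 qHTS, titration series. 100 nM EPAC2 / 250 nM Rap1B-BODIPY-GDP / 50 uM GDP; RT; ex 480/em 540 nm, 5-min reads to 30 min. Norm. to 6.5 mM cAMP = activation.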
# CCT chaperon mod: modulators of cytosolic chaperonin (CCT/TRiC) activity | purified chaperonin ATPase assay, HTRF ADP detection, 30 min | activity change, % (concentration not given with the values), hits read low | 360,000 tested, 0.3% active | AID 651819; in the data active means activity change below about -30%; further: on the % scale 0 is the no-effect control and ±100 the full control effect
#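 TRiC at 40 or 20 nM final (batch-dependent) in 30 mM Tris pH 7.4, 100 mM KCl, 5 mM MgCl2, 1 mM DTT, with compound at single 76 uM and 10 uM ATP, 30 min at 37 deg C. ADP detected by HTRF Transcreener, 665/615 ratio.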
# EPAC2 antag: antagonists of human EPAC2; Q8WZA2; 360,000 tested, 0.18% active; EPAC2 GEF exchange of Rap1B-BODIPY-GDP, fluorescence; Potency, µM (highest dose often 114 µM), for inactives: top-dose activity, negative = inhibition, most hits filed as inhibitors; further: potency means the concentration at half of the fitted maximal effect; on the % scale 0 is the no-effect control and ±100 the full control effect; nearly all actives have a fitted effect of over 45% in size; many of its hits are not listed in these tables
# DRD3 antagonist: antagonists of human D3 dopamine receptor | P35462 | D3R cells, DiscoveRx beta-arrestin luminescence, antagonist mode; stronger effect = lower value | max response, negative = inhibition, % | 360,000 tested, 2.5% active; in the data active means max response below about -50%; inconclusive means no clear call, values can overlap the other calls; further: on the % scale 0 is the no-effect control and ±100 the full control effect; mostly tested at two doses, the higher about 12 µM
#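 Cells expressing the human receptor were seeded at 1500 cells/well, incubated overnight at 37 degrees C in 5% CO2, then exposed to library compounds with dopamine controls for 90 minutes at 37 degrees C before luminescent detection.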
# * marks the source's active call; other numbers are inactive results; i = inactive; ? = inconclusive; · = not tested or not shown; & = joins results of further samples; [ ] = remark or other dose. Unless noted, the call rests on the fitted dose curve; in most records, active means well fitted curve in the direction sought with a large enough effect; inconclusive means small, poorly fitted or top-dose-only effect, or another doubt; inactive means no such curve, though single readings can be large; an effect the other way counts as inactive or inconclusive. A portion of the library. The share of hits here may be higher or lower than overall.
# Order of values – DRD3 antagonist, D3 ag, MmCpn inh, EPAC2 antag, EPAC2 agonist, pAkt inh, CCT chaperon mod, PTHR1 agonist
- Cc1cccc(C)c1NC(=O)CN(C)CC(=O)Nc1ccccc1Oc1ccccc1
    -14, -11, 1%, -8%, 0%, i, 0.3, -11%
- N#CCCOC1(C#CCN2CCCC2)CCCCC1
    -88*, 22, 2%, 1%, 5%, i, -2.3, ?
- O=C(O)C(Cc1c[nH]c2ccccc12)NS(=O)(=O)c1ccc(Cl)c(C(F)(F)F)c1 (centres undefined)
    -7, -9, -2%, ?, 6%, i, 1.0, i
- COc1ccccc1NC(=O)c1ccc(NS(=O)(=O)c2c(C)noc2C)cc1
    -9, 2, -13%, 4%, -8%, i, 0.2, i
- Nc1ncnc2c1ncn2C1CCCO1 (centres undefined)
    3, 7, 0%, 10%, 1%, i, -1.4, -3%
- CCCOC(=O)Nc1nc2ccccc2o1
    12, -6, -1%, -1%, 5%, i, 0.6, -38%[inhibitor][57.5 µM]
- CCCN(CCC)S(=O)(=O)c1ccc(C(=O)Nc2nc(-c3ccccc3)c(C(=O)OCC)s2)cc1
    -7, 10, -2%, -6%, -3%, i, -2.5, i
- O=C(CSc1cn[nH]n1)Nc1ccc(Cl)cc1Cl
    -10, 4, 0%, -10%, 2%, i, -2.9, i
- CN(CC(=O)Nc1ccc(F)c(F)c1F)C(=O)CCN1C(=O)C2CC=CCC2C1=O (centres undefined)
    0, 3, ·, 6%, 0%, i, 1.4, -10%
- COc1ccc(NC(=O)c2cc(C)nc3ccccc23)cc1S(=O)(=O)N1CCOCC1
    0, -6, 1%, -1%, -1%, i, 3.2, i
- Cn1cc(-c2ccccc2C(N)=O)c(=O)c2ccccc21
    14, 1, -1%, 11%, -2%, i, 0.8, i
- CC(=O)Nc1ccc(S(=O)(=O)N2C(C)CCCC2C)cc1 (centres undefined)
    -9, -7, 0%, -4%, 4%, i, -1.0, i
- O=C(C1CC1)N1CCN=C1SCc1ccc(F)cc1
    0, -2, 2%, -12%, 3%, i, -3.6, -3%
- COc1ccc(OC)c(S(=O)(=O)n2cnc3ccccc32)c1
    -14, -3, 2%, -10%, 3%, i, -4.2, i
- CS(=O)(=O)N(CC(=O)NC1CCCC1)c1ccc(Oc2ccccc2)cc1
    9, 4, 0%, 0%, -5%, i, 0.8, i
- COC(=O)C1=CN(Cc2ccc(C)cc2)C=C(C(=O)OC)C1c1ccc(F)c(F)c1
    3, -9, 0%, -26%, 3%, i, 0.2, -19%
- CCc1cn([C@H]2C[C@H](O)[C@@H](CO)O2)c(=O)[nH]c1=O
    11, 5&6, 2%[15.4 µM], 2%, 0%, i, 0.6, -1%
- COc1ccc(-c2nc3ccc([N+](=O)[O-])cc3o2)cc1
    0, -1, 0%, 6%, 21%, i, -0.5, i
- O=C(NCc1cccs1)C1CCCN1C(=O)Nc1ccccc1Cl (centres undefined)
    18, 5, -6%, -5%, 8%, i, -1.9, i
- COc1ccc(OCC(=O)N2CCN(S(=O)(=O)c3ccccc3[N+](=O)[O-])CC2)cc1
    10, -2, 3%, 5%, 6%, i, -2.6, i
- CCCCN(C)C(=O)c1nc2ccccn2c1CNCCCn1ncc2ccccc21
    -77*, -14, 1%, -10%, 1%, i, -2.8, i
- O=C(NNC(=O)C1CCC1)c1ccccc1F
    6, 1, -1%, 23%, 9%, i, -0.8, -12%
- O=C(Oc1c(-c2ccccc2)c(=O)n2c3c(cccc13)CC2)c1ccco1
    71, 49*, 0%, -5%, -8%, i, 0.9, i
- CC1(C)CC(CNCCC(c2ccc(F)cc2)c2ccco2)CCO1 (centres undefined)
    -10, -11, 1%, 4%, -1%, i, 0.6, i
- O=C(CCc1ccccc1)Nc1c(F)cccc1F
    -5, -5, ·, -5%, 8%, i, -3.3, -20%[57.5 µM]
- CN(C)CC(=O)N1c2ccccc2Sc2ccc(Cl)cc21
    -30, -18, 1%, -9%, 9%, i, -2.0, 0%
- COc1ccc(-c2cn3nc4c(nc3n2)CCCC4)cc1
    ?, 11, -6%, 1%, 3%, i, -0.4, -5%
- COCCN(Cc1nc2ccccc2c(=O)[nH]1)C(=O)COc1ccccc1-c1ccccc1
    8, -5, -1%, -6%, 0%, i, 0.2, -33%[inhibitor]
- O=C(CSc1nnc(-c2c[nH]c3ccccc23)o1)N(Cc1ccccc1)c1ccc(F)cc1
    -12, -4, -3%, -10%, 17%, i, -25, i
- COc1c(F)c(F)c(C(=O)Nc2ccc(NC(=O)c3ccco3)cc2)c(F)c1F
    -21, -3, 0%, 1%, -3%, i, 0.1, i
- COc1ncnc2c1ncn2CC1COC(C)(C)O1 (centres undefined)
    21, 10, ·, -4%, 5%, i, 0.7, i
- COc1ccc2[nH]cc(CCn3ccc(O)c(C/C=C/c4ccccc4)c3=O)c2c1
    1, 4, 1%, -15%, 17%, i, 1.3, -43%[inhibitor]
- Cc1cccc(C)c1NC(=O)NN1C(C)CCCC1C (centres undefined)
    8, 5, 2%, 6%, -2%, i, 3.5, -11%
- Cc1ccc[n+](-c2nc([O-])sc2C=O)c1
    10, 0, -12%, 45%[activator], ?, i, -1.0, -22%
- Cc1ccc(N2CCN(S(=O)(=O)c3nnc(NC(=O)c4ccco4)s3)CC2)cc1
    16, -2, 0%, -10%, -15%, i, 1.4, -40%
- CC(C)Cc1nnc(NC(=O)CSc2nc(-c3ccccc3)cc(=O)[nH]2)s1
    8, 18, -1%, ?, -5%, i, 1.5, i
- c1ccc(-c2nnc(CSc3ccc4c(c3)OCCO4)o2)cc1
    -5, 10, -1%, ?, 7%, i, -0.2, -12%
- Cn1c(=O)c2nc(-c3ccccc3)c(-c3ccccc3)nc2n(C)c1=O
    13, 1, ·, 3%, 8%, i, -3.6, i
- COc1ccc(F)cc1C1=CC(=O)C[C@H](c2ccc3c(c2)OCO3)C1
    -23, -24, -2%, -8%, 12%, i, 0.3, i
- CN1CCN(C(=O)CCCN2C(=O)/C(=C/c3ccccc3)SC2=S)CC1
    -25, -5, -1%, 1%, 14%, i, 1.1, i
- COc1cc(OC)cc(C(=O)NCC(=O)OCC(=O)c2cc(C)n(Cc3ccco3)c2C)c1
    1, -4, -9%, 9%, 4%, i, 0.7, -21%
- O=C(CSc1nnc2c(n1)[nH]c1ccccc12)NCc1ccccc1F
    -15, -7, 0%, -1%, 8%, i, -0.5, i
- Cc1ccc(-c2nc(C3CCN(S(C)(=O)=O)CC3)no2)cc1
    15, -3, 2%, -1%, 6%, i, -3.6, i
- Cc1ccc(C(=O)CSc2nnc(-c3ccco3)n2CC2CCCO2)cc1 (centres undefined)
    2, 1, -2%, 0%, 0%, i, -0.1, i
- CCN(CC(=O)Nc1cccc(OC)c1)c1ncnc2sc(C)c(C)c12
    41, 6, -3%, -2%, 12%, i, -5.7, -43%[inhibitor]
- COc1ccc(NS(=O)(=O)c2cccc(C(=O)NCC(c3ccc(OC)cc3)N3CCOCC3)c2)cc1 (centres undefined)
    4, 2, -1%, -2%, 4%, i, 0.1, i
- CCCCOC(=O)c1cccc(NC(=O)CCC(=O)O)c1
    -11, 1, -1%, 4%, -4%, i, -0.8, -10%
- C[C@H]1CN([C@@H](C)CO)C(=O)c2cc(Br)cnc2O[C@@H]1CN(C)C(=O)c1ccncc1
    23, 5, ·, -5%, 2%, i, 0.9, -23%
- CCOC(=O)CN1NC2(CCCC(C)C2)NC1=S (centres undefined)
    20, 2, -1%, 11%, -2%, i, -2.3, i
- CN(C)C1=NCCN1CCCC1CCCCC1
    -12, -15, 1%, 8%, 7%, i, -2.5, -20%
- O=C(NC(CO)(CO)CO)[C@@H]1CCCN1S(=O)(=O)c1cccc2cccnc12
    -25, -17, -2%, -1%, 7%, i, -0.4, -18%
- Cc1cc(C)c(C2C(C#N)=C(N)Oc3n[nH]c(C)c32)cc1CN1CCOCC1 (centres undefined)
    -60*, -64, 0%, -2%, -1%, i, 1.0, i
- CCNC(=O)COC(=O)CCNC(=O)c1cccc(C)c1
    -12, 3, 1%, 18%, 13%, i, 0.5, 0%
- Cc1ccc(S(=O)(=O)Nc2cc3c(C(=O)O)c(C)oc3c3ccccc23)c(C)c1
    -26, -29, 1%, -13%, 9%, i, -1.4, -34%
- Cc1nc(N)sc1-c1csc(Nc2cc(N(C)C)ccc2Cl)n1
    -25, -1, ·, 12%, -1%, i, 1.2, i
- COc1ccc(/C=C/C(=O)N(C)Cc2cccs2)cc1S(=O)(=O)N1CCOCC1
    8, 0, 0%, 0%, 5%, i, -5.6, i
- Cn1c(NC(=O)c2ccc(S(=O)(=O)N3CCCCC3)cc2)cc(=O)n(C)c1=O
    0, 1, 0%, -2%, -4%, i, -4.1, 12%
- CC(=O)Nc1ccc2c(c1)C(N1CC3CCC(CC3)C1)c1ccccc1-2 (centres undefined)
    -5, 2, ·, -2%, 10%, i, 0.1, -45%[inhibitor]
- Nc1nc(SCC(=O)N2CCCC2)[nH]c(=O)c1-c1ccccc1
    15, 0, 1%, 1%, 2%, i, 3.3, i
- COc1ccc2[nH]c(C(=O)O)c(CCN3C(=O)c4ccc(C(=O)O)cc4C3=O)c2c1
    -10, 5, 4%, -3%, 4%, i, -2.1, -21%

# (cont.)
# Order of values – DRD3 antagonist, D3 ag, MmCpn inh, EPAC2 antag, EPAC2 agonist, pAkt inh, CCT chaperon mod, PTHR1 agonist
- Cc1cccn2c(=O)c3cc(C(=O)NC4CCCC4)c(=N)n(CCc4ccccc4)c3nc12
    -14, -8, 0%, 21%, -36%[inhibitor], i, -0.2, i
- O=C(CNC(=O)c1ccc(Br)o1)NC12CC3CC(CC(C3)C1)C2
    4, -1, -2%, 5%, 5%, i, 2.5, i
- O=C(NCCCN1CCOCC1)c1ccc2c(c1)N(Cc1ccccc1)C(=O)c1ccccc1S2
    9, -2&-29, 0%, 1%, 2%, i, -0.8, i
- CC(=O)C1=C(O)C(=O)N(Cc2cccnc2)C1c1ccc(O)cc1 (centres undefined)
    -7, -7, -5%, 3%, 5%, i, 1.0, -25%
- Cc1ccc(C(=O)O)cc1NC(=S)NCCc1ccccc1
    3, 2, 2%, 0%, 11%, i, -2.2, i
- Cn1c(=O)c2c(nc(SCc3ccccc3)n2Cc2ccc(Cl)cc2)n(C)c1=O
    1, -2, -3%, 15%, 12%, i, 1.7, i
